Integrin act MD – integrin-mediated muscular dystrophy alleviation activation; alpha7betagal myoblasts, beta-gal FDG fluorescence, 48 h; Potency, µM (highest dose often 38.3 µM), without a hit: top-dose activation, usual class: activators; actives 0.064% (n = 350,000); AID 624291;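 further: potency means the concentration at half of the fitted maximal effect; 100% = response of the positive control SU9516; nearly all actives have a fitted effect of over 60% in size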
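alpha7betagal+/- myoblasts (passage 13, 250/well) treated 48 h at 37C with compounds at 1:260 dilution of DMSO stock. Lysed, then beta-galactosidase activity read as FDG fluorescence (ex 480/em 540) after 30 min, with pre-read for autofluorescence.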
Coupling enz – coupling enzyme interference in Giardia aldolase counter-screen | actives 0.67% (n = 290,000) | activity change, negative = inhibition, % at 58.2 µM, hits read low | coupling enzyme system counterscreen, AmpLite Red fluorescence; in the data active means activity change below about -30%; further: on the % scale 0 is the no-effect control and ±100 the full control effect
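Final compound at 57.5 uM, incubated 10 min at RT with coupling enzyme reagent (glyceraldehyde-3-phosphate), then 20 min with substrate and AmpLite Red detection. Fluorescence read at 525/598 nm; tests interference with the coupling assay, not aldolase inhibition.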
Tb PFK inh – T. brucei PFK enzyme inhibition | T. brucei PFK, ADP-Glo luminescence | Potency, µM (top dose mostly 57.5 µM), without a hit: at the top dose activity, negative = inhibition, actives largely listed as inhibitors | O15648 | actives 0.17% (n = 330,000) | AID 485367;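 further: potency means the concentration at half of the fitted maximal effect; 0% = uninhibited 1x PFK enzyme wells and -100% = no-enzyme wells; nearly all actives have a fitted effect of over 60% in size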
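PFK 1.25 nM, F6P 0.5 mM, ATP 0.1 mM, 0.1 M TEA pH 8.0, 5 mM MgCl2, 0.01% Tween20, 0.1% BSA; 45 min RT. ADP-Glo readout. qHTS titration up to 57 uM; curves fitted, compounds curve-classed.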
TSG101-PTAP inh – blocks PTAP/TSG101 interaction to inhibit HIV-1 budding; Q99816; Fluorescence polarization, FITC-PTAP peptide / Tsg101 binding; Potency, µM (doses to about 115 µM), for inactives: at the top dose activity change, negative = inhibition, most hits filed as inhibitors; 340,000 tested, under 10 active; AID 493005; active means well fitted inhibition curve with a large enough effect in the main read-out, with a control signal flat, not every such curve was filed as active; inconclusive means small, poorly fitted or top-dose-only effect, or effect the other way, or a change in a side signal; inactive means no such curve, though single readings can be large or run the other way; further: potency means the concentration at half of the fitted maximal effect; % of control where 0% means no effect
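FP read-out: FITC-PTAP peptide, 50 nM final, binding Tsg101 binding domain, 10 uM final; 20 min, r.t.; 10 mM HEPES pH 7.5, 0.15 M NaCl, 0.01% Tween 20, 3 mM EDTA, 0.1 mM TCEP.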
Giardia killer – Giardia lamblia killing; activity change, % at 7.66 µM, hits read low; actives 0.15% (n = 340,000); Giardia lamblia trophozoite viability; in the data active means activity change below about -80%; inconclusive means between about -30% and that limit;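 further: parasites exposed to compound for two days anaerobically before the ATP read; on the % scale 0 is the no-effect control and ±100 the full control effect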
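ATP-content bioluminescence gauges trophozoite survival. Cells (100/well) receive compound and incubate anaerobically for 48 hrs at 37 deg C; detection reagent follows for 15-30 min at room temperature.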
ASM inhibitor – inhibitors of human secretory acid sphingomyelinase | P17405 | placental ASM, HMU-PC fluorogenic substrate, 60 min | Potency, µM (top dose mostly 57.5 µM), for the others: top-dose activity change, negative = inhibition, hits mostly inhibitors | actives 0.006% (n = 340,000) | AID 504937; further: potency means the concentration at half of the fitted maximal effect
Target sequence (P17405 47-631 limits assumed): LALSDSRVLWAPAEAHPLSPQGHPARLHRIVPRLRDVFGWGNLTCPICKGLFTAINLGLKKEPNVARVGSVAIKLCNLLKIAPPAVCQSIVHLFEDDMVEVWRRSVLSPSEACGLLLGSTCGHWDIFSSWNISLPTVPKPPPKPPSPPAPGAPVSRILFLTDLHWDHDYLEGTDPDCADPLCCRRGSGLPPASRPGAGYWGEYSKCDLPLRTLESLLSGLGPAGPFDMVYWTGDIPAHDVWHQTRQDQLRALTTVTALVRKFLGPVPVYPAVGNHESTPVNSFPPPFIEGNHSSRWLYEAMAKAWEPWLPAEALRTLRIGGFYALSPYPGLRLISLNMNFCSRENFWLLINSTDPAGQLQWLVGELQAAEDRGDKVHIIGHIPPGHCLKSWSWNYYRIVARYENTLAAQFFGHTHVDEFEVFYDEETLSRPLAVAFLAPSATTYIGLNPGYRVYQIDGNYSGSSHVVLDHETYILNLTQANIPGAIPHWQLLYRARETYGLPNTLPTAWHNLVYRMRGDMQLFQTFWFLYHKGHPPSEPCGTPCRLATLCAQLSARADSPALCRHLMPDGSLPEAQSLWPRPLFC
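Human placenta-derived ASM enzyme was preincubated with compound for 10 minutes at room temperature, then given fluorogenic substrate HMU-PC0 (9 uM final) for 60 minutes at 37 °C; a pH 10 stop preceded fluorescence reading at Ex 386/Em 447 nm.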
PKM2 act – activators of human pyruvate kinase M2. P14618. Potency, µM (highest dose often 57.5 µM), for inactives: at the top dose activation, hits mostly activators. AID 1631. actives 0.34% (n = 260,000). purified PKM2, Kinase-Glo ATP luminescence, activation; response scale: 0% is enzyme alone, no compound; further: potency means the concentration at half of the fitted maximal effect; on the % scale 0 is the no-effect control and ±100 the full control effect; nearly all actives have a fitted effect of over 55% in size
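hPK-M2, >95% pure; 0.1 mM ADP / 0.5 mM PEP final; imidazole pH7.2 buffer w/ 7 mM MgCl2, 50 mM KCl; 1 h RT; Kinase-Glo lum. Intermediate enzyme activity for dual inhibitor/activator qHTS.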
Menin-MLL TR inh – inhibitors of human menin-MLL interaction, mutant MLL peptide | Menin + Texas Red MLL mutant peptide, fluorescence polarization | actives 0.23% (n = 270,000) | Potency, µM (highest dose often 61.6 µM), for the others: at the top dose FP activity change, negative = inhibition, most hits filed as inhibitors | AID 1768 | O00255; active means well fitted inhibition curve with a large enough effect in the polarisation, with a control signal flat, not every such curve was filed as active; inconclusive means small, poorly fitted or top-dose-only effect, or effect the other way, or a change in a side signal; inactive means no such curve, though single readings can be large or run the other way; the % refers to the polarisation; further: potency means the concentration at half of the fitted maximal effect; % of control where 0% means no effect; many of its hits are not listed in these tables
GALK inh – galactokinase (human) inhibition; P51570; Purified GALK, Kinase-Glo residual ATP luminescence; Potency, µM (highest dose often 57.5 µM), for inactives: at the highest dose activity change, negative = inhibition, most hits filed as inhibitors; actives 0.007% (n = 270,000); AID 1868; further: potency means the concentration at half of the fitted maximal effect; on the % scale 0 is the no-effect control and ±100 the full control effect
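Kinase-Glo Plus luminescence measured ATP left after a 1 h room-temperature reaction. The reaction used 5 nM GALK, 100 uM galactose and 35 uM ATP at pH 8.0 (20 mM HEPES, 5 mM MgCl2, 60 mM NaCl, 1 mM DTT, 0.01% BSA).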
Chronic BCR inh – blocks chronic active B-cell receptor signaling. actives 0.05% (n = 340,000). ABC-DLBCL IkBa-CBG/CBR reporter, luminescence ratio, 4 h. Potency, µM (series often up to 46.1 µM), for inactives: at the top dose ratio change, negative = lower green/red ratio, most hits filed as inhibitors. AID 493014; active means well fitted inhibition curve with a large enough effect in the signal ratio, with a control signal flat, not every such curve was filed as active; inconclusive means small, poorly fitted or top-dose-only effect, or effect the other way, or a change in a side signal; the % refers to the signal ratio;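 further: potency means the concentration at half of the fitted maximal effect; plate controls were basal doxycycline-induced cells for no effect and cells given 10 µM MG132 for full effect; MG132 reads +100%, hits lower the ratio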
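Cell line TMD8 (human ABC DLBCL), stably expressing tet-inducible CBG68-IkBa fusion and CBR; IMDM/0.5% FBS; cpd up to 46 uM; dox induction, 4 h, 37C/5% CO2; dual luminescence; green/red ratio; MG132 control.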
B2AR arrestin – recruits beta-arrestin to the human beta2-adrenergic receptor. P07550. beta-arrestin recruitment to beta2AR, cell-based reporter. Potency, µM (highest dose often 46.1 µM), inactives show top-dose activation, most hits filed as activators. actives 0.02% (n = 330,000). AID 492947;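 further: potency means the concentration at half of the fitted maximal effect; 0% = DMSO controls and full agonism = EC100 isoproterenol or metaproterenol; nearly all actives have a fitted effect of over 65% in size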
Target sequence (P07550 whole entry, looked up): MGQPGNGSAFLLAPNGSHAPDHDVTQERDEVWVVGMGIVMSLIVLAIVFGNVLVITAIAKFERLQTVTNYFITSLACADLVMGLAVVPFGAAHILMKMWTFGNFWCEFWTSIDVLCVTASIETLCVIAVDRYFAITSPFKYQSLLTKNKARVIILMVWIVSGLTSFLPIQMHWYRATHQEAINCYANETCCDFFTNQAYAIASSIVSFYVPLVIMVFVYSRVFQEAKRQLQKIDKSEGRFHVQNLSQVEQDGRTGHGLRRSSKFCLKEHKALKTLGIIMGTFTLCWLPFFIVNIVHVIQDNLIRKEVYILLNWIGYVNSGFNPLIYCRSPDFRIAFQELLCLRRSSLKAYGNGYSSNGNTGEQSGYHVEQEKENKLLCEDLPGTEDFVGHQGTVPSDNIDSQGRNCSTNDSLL
An asterisk follows results filed as active; ? = inconclusive; · = no result given; [ ] = dose if it differs, or a comment. Unless noted, the call rests on the fitted dose curve; in most records, active means well fitted curve in the direction sought with a large enough effect; inconclusive means small, poorly fitted or top-dose-only effect, or another doubt; inactive means no such curve, though single readings can be large; an effect the other way counts as inactive or inconclusive.

SMILES	Integrin act MD	Coupling enz	Tb PFK inh	TSG101-PTAP inh	Giardia killer	ASM inhibitor	PKM2 act	Menin-MLL TR inh	GALK inh	Chronic BCR inh	B2AR arrestin
Cc1cc(C(=O)N2CCN(S(=O)(=O)c3ccccc3)CC2)c(C)o1	-1%	·	-4%	0%	4	·	3%	·	-1%	-2%	0.9%
Cc1ccc(S(=O)(=O)CCC(=O)N(CCN2CCOCC2)c2nc3ccccc3s2)cc1	-41%	·	1%	1%	-13	-2%	·	·	·	-6%	0.3%
COc1cccc(/C=C/C(=O)OCC(=O)Nc2ccc3[nH]c(=O)[nH]c3c2)c1OC	14%	·	?	2%	-3	0%	·	·	·	-8%	-0.3%
O=S(=O)(c1cc(O)ccc1O)c1cccc2c(S(=O)(=O)c3cc(O)ccc3O)cccc12	-1%	·	?	-5%	-27	?	·	·	·	-2%	-0.1%
Cc1nnc(NC(=O)c2ccc(S(=O)(=O)C(F)F)cc2)s1	1%	0	2%	0%	-25	-1%	-2%	·	-3%	?	0.3%
CCc1cccc(NC(=O)C2CCN(S(=O)(=O)c3c(C)noc3C)CC2)c1	30%	0	9%	-3%	30	-1%	-1%	-6%	0%	-5%	0.3%
COc1ccc(OC)c(NC(=O)CCS(=O)(=O)c2cc3c(cc2C)NC(=O)CO3)c1	-8%	3	0%	1%	-8	0%	·	9%	1%	-8%	-0.1%
O=C(O)CSCC(=O)N1CCN(S(=O)(=O)c2cc(Cl)cc(Cl)c2)CC1	16%	8	0%	-1%	-3	3%	-5%	·	·	-3%	0.2%
COc1cccc2cc(C(=O)N(Cc3cccs3)CC3CCCO3)c(=O)oc12 (stereo not drawn)	-33%	0	-3%	0%	31[activator]	-2%	0%	-25%	-2%	27%	-0.3%
CC(=NNS(=O)(=O)c1cccc([N+](=O)[O-])c1)c1ccc(-n2ccnc2)cc1	0%	·	-10%	-8%	-7	4%	·	·	·	3%	-0.4%
Cc1cccc(C(=O)Nc2cccc(Br)c2)c1[N+](=O)[O-]	-14%	-5	-8%	2%	-3	-8%	5%	?	-3%	-2%	-0.1%
CCOC(=O)c1cc(-c2ccccc2)n(CC(=O)Nc2ccc(OCC)cc2)c1C	-9%	0	1%	3%	9	-2%	-6%	6%	0%	5%	-1.3%
Cc1ccc(Cl)cc1N(Cc1ccc(C(=O)NCc2cccnc2)cc1)S(=O)(=O)c1ccccc1	-1%	7	-9%	-1%	0	1%	-4%	12%	3%	-9%	-0.6%
COc1ccc(Cn2c(=O)[nH]c3cc(C(=O)N4CCN(c5ccccc5OC)CC4)ccc3c2=O)cc1	0%	1	3%	-1%	20	3%	28%	20%	14%	-1%	0.1%
Fc1cccc(Cl)c1/C=N/Nc1c(Cl)cncc1Cl	13%	-2	1%	1%	5	-23%	2%	13%	1%	-10%	-0.3%
CN(Cc1cn[nH]c1-c1ccc(-c2ccccc2)cc1)CC1CCOCC1	?	-1	2%	0%	17	-3%	5%	·	0%	?	-0.4%
CCOc1ccccc1CNCCOC	-3%	-1	1%	0%	-18	3%	3%	-5%	3%	3%	0.5%
O=C(Nc1nnc(SCc2ccccc2)s1)c1cccc([N+](=O)[O-])c1	9%	-15	-1%	-4%	-9	-6%	2%	?	-2%	2%	0.3%
CCOc1ccc(S(=O)(=O)Nc2ccc3c(c2)n(C)c(=O)n3C)cc1	-25%	2	0%	-10%	22	3%	·	18%	-2%	?	-0.1%
O=C(CSc1nc2ccccc2s1)N/N=C/c1ccc(C(=O)O)cc1	-4%	4	-3%	3%	-4	2%	-4%	-1%	-5%	?	-0.3%
CC1=C(C(=O)NC2CCCCC2C)C2(CCC(C)CC2)OC1=O (stereo not drawn)	-17%	-1	2%	-1%	-27	3%	1%	-1%	0%	-2%	-0.3%
CCc1ccc(CN(C)CC(=O)Nc2ccc(S(=O)(=O)N3CCOCC3)cc2)cc1	0%	·	-5%	1%	16	-2%	·	·	·	0%	0.1%
CCOc1ccc(NC(=O)C2CCN(C(=O)NC3CCCCC3)CC2)cc1	21%	0	-2%	0%	8	1%	9%	16%	-4%	4%	0.2%
OC1CN=C2C=CC=CN2C1 (stereo not drawn)	24%	0	2%	-4%	-3	2%	-2%	-2%	9%	-7%	-0.1%
O=C(c1cccc(C(F)(F)F)c1)N1CCC2(CC1)NCCc1[nH]cnc12	18%	·	-1%	2%	10	1%	·	·	7%	0%	0.3%

Five of the entries above in order of their number in Integrin act MD, largest number first:
molecule,Integrin act MD
Cc1nnc(NC(=O)c2ccc(S(=O)(=O)C(F)F)cc2)s1,1%
CCOc1ccccc1CNCCOC,-3%
CCOC(=O)c1cc(-c2ccccc2)n(CC(=O)Nc2ccc(OCC)cc2)c1C,-9%
CC1=C(C(=O)NC2CCCCC2C)C2(CCC(C)CC2)OC1=O (stereo not drawn),-17%
Cc1ccc(S(=O)(=O)CCC(=O)N(CCN2CCOCC2)c2nc3ccccc3s2)cc1,-41%

The listing picks up with the 2 entries that preceded the break.
SMILES	Integrin act MD	Coupling enz	Tb PFK inh	TSG101-PTAP inh	Giardia killer	ASM inhibitor	PKM2 act	Menin-MLL TR inh	GALK inh	Chronic BCR inh	B2AR arrestin
OC1CN=C2C=CC=CN2C1 (stereo not drawn)	24%	0	2%	-4%	-3	2%	-2%	-2%	9%	-7%	-0.1%
O=C(c1cccc(C(F)(F)F)c1)N1CCC2(CC1)NCCc1[nH]cnc12	18%	·	-1%	2%	10	1%	·	·	7%	0%	0.3%
O=C(CSc1ccc(-c2ccco2)nn1)N1CCCCC1	5%	-47*	-29%	0%	4	0%	-7%	?	1%	9%	1.1%
CC1CCCN(c2ccc(C(=O)NCc3ccc4c(c3)OCO4)cc2[N+](=O)[O-])C1 (stereo not drawn)	15%	0	5%	-3%	11	?	-3%	1%	0%	6%	-0.7%
C/C(CC(=O)Nc1ccc(F)cc1F)=N\NC(=O)C(=O)N1CCCCC1	·	3	8%	·	·	·	·	5%	0%	?	0.1%
COc1cc(C(=O)O/N=C2\C=CC(=O)C=C2C)cc(OC)c1OC	-21%	-20	2%	-7%	-13	-2%	1%	-13%	0%	?	-0.6%
CCc1cccc(CC)c1NC(=O)c1cccc(N)c1	-1%	1	3%	0%	9	-2%	2%	·	-2%	-1%	0.1%
CC1SCC(=O)N(CC(=O)Nc2ccc3c(c2)OCCO3)C1=O (stereo not drawn)	?	0	0%	-2%	-1	0%	1%	0%	-1%	0%	-0.9%
COCCCNc1nc(-c2ccncc2)nc2ccccc12	-22%	0	0%	-5%	-22	-2%	0%	-15%	-1%	2%	0.2%
CC(C)(C)c1ccc(NC(=O)NC2CCCc3ccccc32)cc1 (stereo not drawn)	-44%	2	0%	-2%	13	0%	1%	·	·	-8%	-0.5%
N#Cc1ccc(-c2cccs2)nc1SCc1cccnc1	-5%	0	3%	4%	-22	34%[activator]	-1%	·	-2%	?	-0.7%
O=C(CCn1c2c(c3ccccc31)CCCC2)NNC(=O)c1ccccc1[N+](=O)[O-]	20%	0	0%	-2%	15	-9%	-8%	-19%	-2%	-8%	-0.6%
CCn1c(=O)c(C(=O)CN2CCN(Cc3ccc4c(c3)OCO4)CC2)c(N)n(Cc2ccccc2)c1=O	-22%	-1	1%	0%	34[activator]	1%	0%	-15%	0%	-10%	-0.7%
CN(CCO)c1c2c(nc3cc(-c4cccc(F)c4)nn13)CCCC2	-9%	-2	1%	-1%	0	-1%	20%	-20%	-1%	9%	0.3%

High-throughput results (PubChem BioAssay)

Not all compounds are listed. The share of hits here may be higher or lower than overall.
